Source: PubChem BioAssay (National Center for Advancing Translational Sciences (NCATS))
Pf growth 48h – inhibits P. falciparum growth in the first generation, 48 h; P. falciparum luciferase growth in erythrocytes, 48 h; 5.9% of 310,000 active; Potency, µM (top dose mostly 28.7 µM), for the others: at the top dose activity change, negative = inhibition, actives largely listed as inhibitors
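A one-generation exposure of luciferase-tagged malaria parasites in RPMI 1640/Albumax erythrocyte culture, 37 C and 5% CO2. Inhibition is inferred from decreased luminescence after adding detection reagent.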
HCV inhibitor – HCV inhibition; 3.4% of 340,000 active; Potency, µM (series often up to 41.8 µM), without a hit: at the highest dose activity change, negative = inhibition, usual class: inhibitors; Huh7.5.1 HCVcc-Cre infection, luciferase reporter, 44 h
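After 44 h co-culture of compound, cells and HCVcc-Cre (~0.5 moi), substrate is added for 15 min at room temperature and luciferase measured over 15 sec. Cells were seeded at 1,000/well and pre-cultured 4 h.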
Tb PYK inh – inhibitors of Trypanosoma brucei pyruvate kinase; 0.12% of 410,000 active; TbPYK enzyme, Kinase-Glo Plus ATP luminescence, 45 min; Potency, µM (series often up to 76.8 µM), inactives show at the top dose activity, negative = inhibition, most hits filed as inhibitors; Q57TT1; AID 624173; note: nearly all actives have a fitted effect of over 50% in size
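Luminescent Kinase-Glo Plus end-point after 45 min room-temperature reaction of T. brucei pyruvate kinase started with 130 uM ADP (final). Buffer TEA 50 mM pH 7.2 with KCl, MgCl2, BSA, Tween-20; titration-based qHTS with fitted concentration-effect curves.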
Pf growth 96h – P. falciparum growth inhibition at 96 hour, primary screen for plastid delayed-death inhibitors. AID 504834. Potency, µM (series often up to 28.7 µM), for inactives: at the top dose activity change, negative = inhibition, actives largely listed as inhibitors. 6.9% of 320,000 active. P. falciparum luciferase reporter growth, 96 h
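P. falciparum expressing integrated firefly luciferase, in erythrocytes at 2% hematocrit, 0.05% parasitemia, incubated with compounds 96 h at 37 C, 5% CO2. Growth inhibition read as loss of luminescence; two-generation exposure targets delayed-death apicoplast inhibitors.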
LmPK inh – inhibitors of Leishmania mexicana pyruvate kinase; Potency, µM (series often up to 57.5 µM), inactives show top-dose activity change, negative = inhibition, most hits filed as inhibitors; 0.37% of 290,000 active; purified LmPK, Kinase-Glo ATP luminescence, 1 h
Target sequence (Q27686 whole entry, looked up): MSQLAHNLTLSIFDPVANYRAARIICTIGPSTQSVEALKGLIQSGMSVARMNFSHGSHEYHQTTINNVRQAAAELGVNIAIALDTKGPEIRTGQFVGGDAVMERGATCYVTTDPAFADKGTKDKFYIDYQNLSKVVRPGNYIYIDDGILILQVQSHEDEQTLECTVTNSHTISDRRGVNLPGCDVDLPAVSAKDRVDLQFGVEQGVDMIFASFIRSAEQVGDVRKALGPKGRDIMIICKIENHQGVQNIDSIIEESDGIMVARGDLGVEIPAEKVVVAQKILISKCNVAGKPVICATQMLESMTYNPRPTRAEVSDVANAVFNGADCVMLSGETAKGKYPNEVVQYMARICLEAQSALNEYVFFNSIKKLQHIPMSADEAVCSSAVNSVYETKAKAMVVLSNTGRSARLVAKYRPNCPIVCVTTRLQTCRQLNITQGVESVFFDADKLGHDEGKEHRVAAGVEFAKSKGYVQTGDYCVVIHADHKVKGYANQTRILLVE
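Screened at intermediate enzyme activity to detect both inhibitors and activators: LmPK at 0.1 nM, with a 0.5 nM enzyme column as activation reference. PEP 0.5 mM, ADP 0.1 mM; ATP detected by luminescence after 1 h.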
Sm TGR inh – inhibitors of Schistosoma mansoni thioredoxin glutathione reductase. Q962Y6. purified TGR, DTNB reduction, TNB absorbance 405 nm. Potency, µM (top dose mostly 114 µM), for the others: at the top dose activity change, negative = inhibition, most hits filed as inhibitors. 3% of 360,000 active; note: nearly all actives have a fitted effect of over 60% in size
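TGR 20 nM + NADPH 100 uM (dispensed conc.), cpd preinc 15 min RT; start with NADPH (500 uM addition) then DTNB (15 mM addition). Kinetic TNB absorbance, 405 nm filter. Four-parameter Hill fit across titration.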
An asterisk follows results filed as active; ? = inconclusive; / = no result given; [ ] = remark or other dose. Calls come from the whole dose curve; as a rule, active = well fitted curve in the direction sought with a large enough effect; inconclusive = small, poorly fitted or top-dose-only effect, or another doubt; inactive = no such curve, though single readings can be large; an effect the other way counts as inactive or inconclusive. % is set by controls: 0 for no effect and ±100 for the full control effect; potency is the fitted concentration of half-maximal effect.

structure	Pf growth 48h	HCV inhibitor	Tb PYK inh	Pf growth 96h	LmPK inh	Sm TGR inh
CC(NC(=O)C(=O)N/N=C/c1ccccc1)c1ccccc1 (stereo unspecified)	16%	13%	-7%	443%[activator]	0%	5%
Cc1ccc(CN(C)C(=O)c2ccccc2NC(=O)c2ccccc2)o1	?	-3%	1%	?	/	40µM*
Nc1nnc(SCCOc2cccc(Br)c2)s1	57%[activator]	-16%	-3%	41%[activator]	1%	6%
CC(n1cnnn1)C12CC3CC(CC(C3)C1)C2 (stereo unspecified)	?	15%	0%	1.7µM*	4%	7%
O=C1NC(=O)C(=O)N1	-3%	19%	5%	1%	/	-3%
CC(C)NC(=O)NC(=O)CN1C(=O)NC2(CCc3ccccc3C2)C1=O (stereo unspecified)	-2%	-2%	4%	23%	0%	-7%
COc1ccc(S(=O)(=O)N2CCN(C)CC2)cc1C(=O)N1CCCCC1	4%	/	6%	?	-4%	-18%
Nc1cc(Cl)nc(N/N=C/c2ccccc2[N+](=O)[O-])n1	130%[activator]	-8%	-2%	6.6µM*	-18%	-17%
COc1ccc(-c2cc(=O)oc3cc(OCC(C)=O)ccc23)cc1	-2%	?	-16%	9%	-4%	-1%
CCCC(=O)NC(Nc1ccccc1F)C(Cl)(Cl)Cl (stereo unspecified)	?	/	/	?	4%	1%
O=C(CCCNS(=O)(=O)c1ccc(Cl)c(Cl)c1)NCCc1ccccn1	?	11%	-4%	-9%	1%	6%
O=C(NCCN1CCOCC1)c1csc2c1CCCCC2	3%	-18%	-8%	9%	-3%	-3%
NNC(=O)[C@@H]1C[C@@H]1c1ccccc1	-2%	3%	0%	?	1%	-10%
CCOc1ccc(N(C(=O)c2snc(C(N)=O)c2N)C(C(=O)NC2CCCC2)C(C)C)cc1 (stereo unspecified)	0%	?	0%	-21%	4%	-3%
COc1ccc(C(=S)N2CCN(c3ccccc3C)CC2)cc1	?	?	-11%	8.3µM*	5%	-1%
O=C1COc2ccc(S(=O)(=O)N3CCC(C(=O)NCc4ccccc4)CC3)cc2N1	2%	13%	0%	-6%	1%	0%
CC(OC(=O)c1cccc(Cl)c1)C(=O)NC1CCCCC1C (stereo unspecified)	8%	1%	-1%	31%[activator]	0%	6%
O=C(O)c1ccccc1Sc1ncnc2sc3c(c12)CCC3	-1%	9%	0%	-2%	0%	0%
O=C(COC(=O)C1=COCCO1)Nc1ccc(OC(F)F)cc1	28%	1%	7%	4%	-1%	7%
CCOc1ccc(/C=C\c2nc(O)c([N+](=O)[O-])c(=O)[nH]2)cc1OCC	5%[0.00184 µM]	3%	-10%	?	-7%	-13%
Cc1cc(F)ccc1S(=O)(=O)N1CCCOC1CNC(=O)C(=O)NC1CC1 (stereo unspecified)	-1%	23%	8%	-19%	-2%	4%
COc1ccc(OCc2cc(C(=O)NCC(C)Oc3cccnc3)no2)c(Cl)c1 (stereo unspecified)	-17%	-15%	-2%	28%	-3%	-23%
COc1ccccc1NS(=O)(=O)N(C)C	/	2%	-2%	-16%	-13%	2%
CCCCc1nc2ccccc2c(NC(=O)CN2CCN(C)CC2)c1CCC	-18%	-17%	19%	16%	-3%	-12%
CN(CC(=O)Nc1ccccc1Cl)C(=O)CN1C(=O)NC(c2ccccc2)(c2ccccc2)C1=O	?	4%	-4%	-2%	/	-7%
COc1ccccc1CNC(=O)CCN1C(=O)COc2ccccc21	24%	8%	1%	-26%	4%	4%
OCCNCCCOc1ccc(Cl)cc1Br	?	-13%	5%	?	12%	-24%
COc1ccc(S(=O)(=O)N2CCN(C(=O)CCOc3ccccc3)CC2)cc1OC	?	-7%	0%	-17%	/	-11%
CCCCc1ccc(NC(=S)NCc2ccc(OC)cc2)cc1	-1%	?	1%	30%[activator]	0%	6%
COc1ccc(OC)c(CN2CCCC(C(=O)N3CCCCC3)C2)c1 (stereo unspecified)	4%	2%	19%	?	2%	-19%

Taken from above.
Value of `O=C(CCCNS(=O)(=O)c1ccc(Cl)c(Cl)c1)NCCc1ccccn1` in Pf growth 96h: -9%
Value of `CCOc1ccc(/C=C\c2nc(O)c([N+](=O)[O-])c(=O)[nH]2)cc1OCC` in Tb PYK inh: -10%

Profiles as entered above:
Listed for COc1ccccc1CNC(=O)CCN1C(=O)COc2ccccc21 = Pf growth 48h: 24%; HCV inhibitor: 8%; Tb PYK inh: 1%; Pf growth 96h: -26%; LmPK inh: 4%; Sm TGR inh: 4%
Listed for O=C1NC(=O)C(=O)N1 = Pf growth 48h: -3%; HCV inhibitor: 19%; Tb PYK inh: 5%; Pf growth 96h: 1%; LmPK inh: /; Sm TGR inh: -3%
Listed for CCCCc1nc2ccccc2c(NC(=O)CN2CCN(C)CC2)c1CCC = Pf growth 48h: -18%; HCV inhibitor: -17%; Tb PYK inh: 19%; Pf growth 96h: 16%; LmPK inh: -3%; Sm TGR inh: -12%

Later entries
structure	Pf growth 48h	HCV inhibitor	Tb PYK inh	Pf growth 96h	LmPK inh	Sm TGR inh
CC(=O)/C(=N\Nc1cccc(Cl)c1)Sc1cccc2cccnc12	3%	0%	-8%	-12%	0%	-15%
Cc1ccccc1NC(=S)NCc1cccs1	7%	15%	-11%	/	-1%	-23%
CCc1ccc(C2=NN(C(=O)CCC(=O)O)C(c3cccs3)C2)cc1 (stereo unspecified)	44%[activator]	8%	-8%	7%	2%	-19%
CCOc1ccc(NC(=O)CC(=O)Nc2ccc(OCC)cc2)cc1	/	6%	-4%	31%[activator]	-7%	0%
Cc1ccc(C(C2=C(O)CC(C)(C)CC2=O)C2C(=O)CC(C)(C)CC2=O)s1 (stereo unspecified)	16%	10%	?	49%[activator]	5%	?
COc1ccc(OC)c(CNC(=O)C2CCC(=O)N2C(C)C)c1 (stereo unspecified)	10%	11%	2%	?	-10%	12%
Cc1ccc2nc(SCC(=O)c3ccccc3)nc(=O)n2c1	66%[activator]	2%	1%	90%[activator]	/	0%
O=C(NC1CCCCCC1)C(=S)NCc1ccccc1	21%	17%	-23%	?	4%	/
CC1CCN(c2cc(N3CCC(C)CC3)c([N+](=O)[O-])cc2/C=C(\C#N)c2nn(-c3ccccc3)c(N)c2C#N)CC1	?	?	1%	?	3%	-24%
CC(=O)N1CC(C)Sc2ccc(S(=O)(=O)N3CCCCC3)cc21 (stereo unspecified)	7%	?	-3%	19%	-3%	-21%
O=C1COc2ccc(S(=O)(=O)N3CCCCCC3)cc2N1	16%	3%	-4%	43%[activator]	-11%	-10%
C/C(=N\Nc1ccc(C(=O)c2c(C)cc3ccccn23)cc1[N+](=O)[O-])c1ccc(O)cc1	9.3µM*	-7%	5%	?	-4%	0%
COc1ccc(-n2c(C)cc(C(=O)CN3CCC(C)CC3)c2C)cc1	-4%	-4%	10%	-27%	-4%	-8%
CC(C(=O)N1CCc2ccccc21)N1CCN(Cc2ccc(Cl)cc2)CC1 (stereo unspecified)	3%	-21%	6%	-19%	8%	-10%
CCc1noc(C)c1C(=O)Nc1nc(-c2ccc(OC)cc2OC)cs1	2.3µM*	?	1%	2.3µM*	/	4%
CN(C)S(=O)(=O)c1cccc(NC(=O)c2cc(-c3cccs3)nn2-c2cccc(Cl)c2)c1	?	?	0%	15µM*	2%	-9%
CC(OC(=O)c1cc[n+]([O-])cc1)C(=O)Nc1ccc(C(N)=O)cc1 (stereo unspecified)	-12%	2%	8%	-19%	/	3%
Cc1nnc(SCC(=O)NCc2ccco2)n1Cc1ccccc1	/	-24%	-5%	-24%	5%	-36%
COc1ccc2cc3cc(C(=O)NCc4ccco4)oc3nc2c1	/	?	-1%	-10%	8%	?
CC(=O)Nc1ccc(S(=O)(=O)Oc2ccc(/C=N/NC(=O)c3ccc(Cl)cc3)cc2)cc1	13µM*	4µM*	-1%	?	8%	11%
O=C(Nc1ccc(Br)cc1)c1cc(Br)cc(Br)c1O	?	/	-6%	-12%	/	/
COc1ccc(Cc2nn3c(-c4cc(OC)c(OC)c(OC)c4)nnc3s2)cc1	?	?	-23%	37%[activator]	1%	2%
N#C/C(=C/c1cc[nH]c1)C(N)=S	2%	3%	-3%	34%[activator]	-7%	-18%
Oc1ccc(C2Nc3cccc4cccc(c34)N2)c(O)c1	6.6µM*	1%	-5%	1.5µM*	-2%	50µM*
COc1ccc(CC(=O)Nc2ccc3c(C(F)(F)F)cc(=O)oc3c2)cc1OC	?	?	0%	13%	3%	-1%
COc1ccccc1-n1cnnc1SCC(=O)Nc1cccnc1Cl	14%	-7%	-7%	5%	-3%	-7%
CC(C)CCNC(=O)NC(=O)COc1c(F)c(F)cc(F)c1F	63%[activator]	7%	-18%	?	-2%	2%
Cc1cc(C(=O)N2CCN(c3ccc([N+](=O)[O-])cc3)CC2)co1	?	-18%	-3%	?	-1%	-29%
Cc1cccc(SCC(=O)Nc2ccccc2[N+](=O)[O-])c1	31%[activator]	4%	-2%	11%	1%	12%
Cc1nc(-c2ccc(Br)cc2)ccc1C(=O)O	4%	-2%	2%	0%	-3%	6%
COC(=O)C1=C(C)N(Cc2ccccc2)C(=NCc2cccc(C(F)(F)F)c2)N[C@H]1c1cccc(C(F)(F)F)c1	?	42%[activator][8.37 µM]	-4%	7%	-8%	9%
Cc1ccc(NS(=O)(=O)c2ccc3c(c2)n(C)c(=O)n3C)cc1	-3%	-7%	-8%	?	-6%	5%
O=C(NCc1ccc2c(c1)OCO2)c1ccc(-c2ccc(Cl)cc2)o1	?	0%	4%	7%	-3%	-23%
CS(=O)(=O)c1ccc(Cl)c(NC(=O)COC(=O)CNC(=O)c2ccccc2)c1	?	2%	-4%	17%	-2%	-4%
COc1cccc(-c2nc(CS(=O)(=O)CC(=O)NCc3ccccc3)c(C)o2)c1	-9%	?	-4%	31%[activator]	2%	?
CS(=O)(=O)c1ccc(C(=O)NC2CCCc3ccccc32)cc1 (stereo unspecified)	1%	15%	-3%	47%[activator]	0%	-1%
Cc1[nH]c2ccc(C(=O)OCC(=O)Nc3cccc(S(N)(=O)=O)c3)cc2c1C	30%	?	-5%	13%	/	-1%
COc1ccc(-c2nnc(SCC(=O)NCc3ccco3)o2)cc1	47%[activator]	12%	0%	25%	3%	?
CCN(CC(=O)NC1CC1)S(=O)(=O)c1ccc(OC)cc1	-13%	-5%	-5%	?	-1%	2%
CCOC(=O)c1ccc(Nc2sc(C(=O)c3cccc([N+](=O)[O-])c3)c(N)c2C#N)cc1	40%[activator]	?	0%	31%[activator]	2%	4%
Cc1ccccc1OCCC(=O)Nc1c(C)n(C)n(-c2ccccc2)c1=O	4%	9%	-5%	-10%	2%	-3%
Cc1ccc(-c2nc(C#N)c(N3CCC(C(N)=O)CC3)o2)cc1	-23%	-11%	8%	?	-8%	0%
CCOC(=O)C1CCCN(C2CC(=O)N(c3cccc(C)c3)C2=O)C1 (stereo unspecified)	7%	12%	4%	-37%	1%	25µM*
COc1cc(/C=N/N=C(\N)c2nonc2N)cc(OC)c1O	71%[activator]	-3%	-6%	52%[activator]	-28%	28µM*

2 neighbouring compounds from above, quoted:
structure	Pf growth 48h	HCV inhibitor	Tb PYK inh	Pf growth 96h	LmPK inh	Sm TGR inh
CCOC(=O)C1CCCN(C2CC(=O)N(c3cccc(C)c3)C2=O)C1 (stereo unspecified)	7%	12%	4%	-37%	1%	25µM*
COc1cc(/C=N/N=C(\N)c2nonc2N)cc(OC)c1O	71%[activator]	-3%	-6%	52%[activator]	-28%	28µM*

Random draw from the library, and some 16% of all compounds hit somewhere here.
